# FBPA Giardia inh: inhibitors of Giardia lamblia fructose-1,6-bisphosphate aldolase; AID 2451; A8B2U2; Potency, µM (series often up to 59.6 µM), for inactives: at the top dose activity, negative = inhibition, hits mostly inhibitors; purified Giardia FBPA; actives 0.71% (n = 290,000); also: potency is read from the fitted curve at half-maximal effect; nearly all actives have a fitted effect of over 55% in size
# Target sequence (A8B2U2 whole entry, looked up): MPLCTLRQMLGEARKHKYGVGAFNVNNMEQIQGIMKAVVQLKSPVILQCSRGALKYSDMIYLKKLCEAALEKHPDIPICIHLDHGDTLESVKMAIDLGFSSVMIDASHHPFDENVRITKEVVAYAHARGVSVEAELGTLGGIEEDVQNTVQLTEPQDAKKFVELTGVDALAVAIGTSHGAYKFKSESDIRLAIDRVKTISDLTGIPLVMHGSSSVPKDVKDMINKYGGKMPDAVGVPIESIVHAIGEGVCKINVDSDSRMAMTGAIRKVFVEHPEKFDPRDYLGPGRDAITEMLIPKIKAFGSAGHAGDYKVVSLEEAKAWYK
#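 Giardia FBPA (40 nM reagent) was preincubated 10 min at RT with compound (up to 57.5 uM final), then substrate plus GAPDH/TPI/NAD/arsenate coupling system with diaphorase/resazurin was added; resorufin fluorescence (525/598 nm) was read after 20 min.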
# HCV inh: blocks hepatitis C virus. Huh7.5.1 HCVcc-Cre infection, luciferase reporter, 44 h. Potency, µM (highest dose often 41.8 µM), inactives show top-dose activity change, negative = inhibition, most hits filed as inhibitors. actives 3.4% (n = 340,000). AID 651820; also: potency is read from the fitted curve at half-maximal effect
#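 Cells (1,000/well) were plated 4 h before compound, then infected with HCVcc-Cre virus (~0.5 moi). After 44 h further culture, infection was read as luciferase luminescence following a 15 min substrate incubation at room temperature.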
# AmpC inh detg: inhibitors of E. coli AmpC beta-lactamase with detergent | AmpC hydrolysis of nitrocefin, absorbance 480 nm, 0.01% Triton | AID 485294 | Potency, µM (highest dose often 114 µM), without a hit: top-dose activity change, negative = inhibition, usual class: inhibitors | actives 0.041% (n = 370,000);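 also: potency is read from the fitted curve at half-maximal effect; 0% = no-compound wells and -100% = no-enzyme wells; nearly all actives have a fitted effect of over 25% in size; some results filed as inactive show a strong effect at the top dose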
# Target sequence (P00811 whole entry, looked up): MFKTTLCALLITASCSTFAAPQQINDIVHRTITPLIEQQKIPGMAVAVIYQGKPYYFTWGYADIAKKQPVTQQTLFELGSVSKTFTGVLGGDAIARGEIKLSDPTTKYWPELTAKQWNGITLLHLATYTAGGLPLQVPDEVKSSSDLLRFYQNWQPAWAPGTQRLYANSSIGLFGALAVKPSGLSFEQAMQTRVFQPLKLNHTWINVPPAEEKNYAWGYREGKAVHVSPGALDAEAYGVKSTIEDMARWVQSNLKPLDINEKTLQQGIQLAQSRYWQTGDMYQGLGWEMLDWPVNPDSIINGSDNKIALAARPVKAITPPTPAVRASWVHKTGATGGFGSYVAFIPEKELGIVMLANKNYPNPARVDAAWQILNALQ
#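 20 mM phosphate pH 7.0 + 0.01% (detergent screen) or 0.0001% Triton X-100; 5.3 nM AmpC reagent; cpd preinc 15 min RT; nitrocefin (800 uM stock) to start; A480 q20 s × 4 min; Activity was normalised to no-enzyme and no-compound control wells.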
# HCMV antiviral: inhibitors of human cytomegalovirus; actives 4.5% (n = 410,000); HFF cells, HCMV-luciferase reporter, 72 h; hits give low values; activity change, negative = inhibition, % at 57.5 µM; in the data active = activity change below about -60%; inconclusive = no clear call, values can overlap the other calls; inactive = above about -39%
#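 Compounds were evaluated in HFFs infected with an HCMV luciferase reporter virus (MOI 1 PFU/cell). Luciferase in lysates collected 72 h post infection served as the replication measure.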
# Sm TGR inh: blocks Schistosoma mansoni thioredoxin glutathione reductase. purified TGR, DTNB reduction, TNB absorbance 405 nm. Potency, µM (titrated, usually from 114 µM), for inactives: at the highest dose activity change, negative = inhibition, actives largely listed as inhibitors. actives 3% (n = 360,000); also: potency is read from the fitted curve at half-maximal effect; nearly all actives have a fitted effect of over 60% in size
#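 Kinetic colorimetric format: TGR-catalysed, NADPH-driven DTNB reduction monitored via TNB absorbance. Enzyme dispensed at 20 nM; compound exposure 15 min at room temperature before reaction start.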
# AMA1-RON2 inh: inhibitors of Plasmodium falciparum AMA1-RON2 interaction | AlphaScreen AMA1-biotinylated RON2 peptide binding | Potency, µM (titrated, usually from 58.2 µM), without a hit: top-dose activity change, negative = inhibition, usual class: inhibitors | actives 0.2% (n = 360,000) | AID 720542;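 also: potency is read from the fitted curve at half-maximal effect; 0% = vehicle wells and -100% = peptide control; nearly all actives have a fitted effect of over 45% in size; some results filed as inactive show a strong effect at the top dose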
#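 AMA1 (3D7) with his tag at 25 nM final met compounds first, then biotinylated RON2 peptide at 25 nM; detection used donor plus acceptor beads, 10 µg/mL apiece, read by AlphaScreen after 30 min at room temperature.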
# The depositor's hits bear a star; ? = inconclusive; nt = no result given; & = joins results of further samples; [ ] = another dose, or the depositor's remark. Unless noted, calls follow the shape of the dose curve; as a rule, active = well fitted curve in the direction sought with a large enough effect; inconclusive = small, poorly fitted or top-dose-only effect, or another doubt; inactive = no such curve, though single readings can be large; an effect the other way counts as inactive or inconclusive. Unless noted, % is scaled to controls: 0 for no effect and ±100 for the full control effect.
SMILES	FBPA Giardia inh	HCV inh	AmpC inh detg	HCMV antiviral	Sm TGR inh	AMA1-RON2 inh
C#CCOCCOCCOCCNc1nc(N2CCN(C(=O)C([C@@H](C)CC)n3cc(C(N)CC(C)C)nn3)CC2)nc(N2CCN(C(=O)[C@H](CCC(=O)O)n3cc(C(N)[C@H](C)CC)nn3)CC2)n1 (stereo partly specified)	-5.8%	13.5%	-4.6%	-28.2	-25.0%	2.8%
COc1ccccc1NC(=O)c1ccc2c(c1)OCO2	-4.8%	7.0%	-2.9%	40.1	8.1%	-4.7%
COc1cc(Cl)c(C)cc1NC(=O)CSc1nc2c(c(=O)[nH]1)CCCC2	nt	nt	-6.2%	-7.4	-1.3%	nt
COc1ccc(S(=O)(=O)N2CCN(C(=O)CN3C(=O)NC(C)(C)C3=O)CC2)cc1	nt	17.7%	?	-2.3	-5.2%	14.1%
O=[N+]([O-])c1ccc(NCCO)c2ncccc12	-26.2%	?	-10.2%	4.2	-13.2%	-10.3%
O=C(CCNC(=O)c1ccccc1)NCC1CCCCC1	-0.7%	0.5%	8.9%	-16.1	3.7%	-6.2%
O=C(c1cc(-c2ccc(Cl)cc2)n[nH]1)N1CCc2ccccc2C1	-3.3%	-20.1%	-5.3%	-32.2	1.3%	-0.1%
O=C1CC(N2CCN(S(=O)(=O)c3ccccc3F)CC2)C(=O)N1c1ccccc1Cl (stereo unspecified)	nt	11.7%	-4.0%	-9.1	?	-1.3%
CC(Nc1cc(N2CCN(C(=O)C(C)(C)C)CC2)ccc1[N+](=O)[O-])c1ccccc1 (stereo unspecified)	-14.8%	?	-4.3%	-39.1	5.9%	?
Cc1cc(SCC(=O)Nc2cccc(S(=O)(=O)NC3=NCCCCC3)c2)nc2ccccc12	4.1%	?	3.8%	-15.9	1.1%	-4.5%

# Given with two lines to a compound: entries from further up
# Sequence of screens: FBPA Giardia inh	HCV inh	AmpC inh detg	HCMV antiviral	Sm TGR inh	AMA1-RON2 inh
> COc1ccccc1NC(=O)c1ccc2c(c1)OCO2
→ -4.8%	7.0%	-2.9%	40.1	8.1%	-4.7%
> COc1cc(Cl)c(C)cc1NC(=O)CSc1nc2c(c(=O)[nH]1)CCCC2
→ nt	nt	-6.2%	-7.4	-1.3%	nt
> COc1ccc(S(=O)(=O)N2CCN(C(=O)CN3C(=O)NC(C)(C)C3=O)CC2)cc1
→ nt	17.7%	?	-2.3	-5.2%	14.1%
> O=[N+]([O-])c1ccc(NCCO)c2ncccc12
→ -26.2%	?	-10.2%	4.2	-13.2%	-10.3%
> O=C(CCNC(=O)c1ccccc1)NCC1CCCCC1
→ -0.7%	0.5%	8.9%	-16.1	3.7%	-6.2%
> O=C(c1cc(-c2ccc(Cl)cc2)n[nH]1)N1CCc2ccccc2C1
→ -3.3%	-20.1%	-5.3%	-32.2	1.3%	-0.1%
> O=C1CC(N2CCN(S(=O)(=O)c3ccccc3F)CC2)C(=O)N1c1ccccc1Cl (stereo unspecified)
→ nt	11.7%	-4.0%	-9.1	?	-1.3%
> CC(Nc1cc(N2CCN(C(=O)C(C)(C)C)CC2)ccc1[N+](=O)[O-])c1ccccc1 (stereo unspecified)
→ -14.8%	?	-4.3%	-39.1	5.9%	?

# Next section
SMILES	FBPA Giardia inh	HCV inh	AmpC inh detg	HCMV antiviral	Sm TGR inh	AMA1-RON2 inh
NC(=O)CSC1=Nc2ccccc2C2=NC(CC(=O)NCc3cccs3)C(=O)N12 (stereo unspecified)	0.9%	11.6%	3.0%	-3.5	15.3%	40.3%
COc1ccc(NC(=O)CN(C)S(=O)(=O)c2ccc3c(c2)CCC(=O)N3)c(OC)c1	-2.4%	-2.8%	3.8%&-10.9%	-6.9&6.4	-2.4%&0.0%	12.4%
CC(=O)c1ccc(N2CCN(S(=O)(=O)c3cccc4nonc34)CC2)cc1	6.2%	7.4%	-2.9%	42.0	?	-7.9%
Cc1ccc(S(=O)(=O)CC(O)COc2ccccc2C#N)cc1 (stereo unspecified)	2.4%	3.7%	2.4%	3.4	nt	-4.7%
N#Cc1nc(Cc2ccccc2)oc1NCc1ccccc1Cl	-7.3%[12.9 µM]	-17.6%	-5.1%	-31.6	14.8%	-25.7%
CCOC(=O)c1cc(C(=O)OCC)c(=O)[nH]c1N1CCCC1	-1.3%	-20.7%	-6.7%	-12.6	nt	4.9%
COC(=O)c1ccccc1NC(=O)COC(=O)Cc1ccc(S(=O)(=O)N2CCOCC2)s1	nt	5.3%	nt	-9.5	nt	-7.2%[11.6 µM]
COc1ccc(NS(=O)(=O)c2cccc(NC(=O)COc3ccc(OC)cc3)c2)cc1	-2.4%	?	-2.9%	-32.0	23.2%	3.3%
Cc1nnc(SCCC(=O)Nc2ccc(Cl)cc2)o1	-8.1%	-14.6%	7.9%	-2.9	3.3%	-16.4%
COC(=O)C1=C(CCc2ccccc2)NC(=O)NC1c1ccc(C#N)cc1 (stereo unspecified)	nt	15.4%	nt	-13.9	nt	-5.0%
Cc1ccccc1C(=O)N1CCC(C(=O)OCc2ccccc2Cl)CC1	nt	0.3%	-3.2%	-8.5	-22.4%	15.8%
CCn1c(=O)n(CC(=O)NCC2CCCO2)c(=O)c2c3c(sc21)CCCC3 (stereo unspecified)	nt	-21.7%	-3.5%	6.8	-6.8%	-12.8%
Cc1nccc(-c2cccc(NC(=O)Nc3ccc(Cl)cc3)c2)n1	1.3%	?	5.6%	-28.4	-1.6%	12.9%
Cc1ccc(CN2COc3c(Cl)cc4c(-c5ccccc5)cc(=O)oc4c3C2)cc1	nt	nt	19.1%	-1.2	7.1%	nt
Cc1ccc(O)c(NC(=O)c2ccccc2-c2ccccc2C(=O)O)c1	17.6%	12.9%	-9.8%	22.1	-15.0%	8.8%
O=c1c2cnn(-c3ccccc3)c2ncn1Cc1ccccc1	3.3%	6.6%	?	-28.2	3.5%	-1.9%
Cc1ccc(CNC(=O)c2ccc(N3CCC4(CC3)CC(c3cccc(Br)c3)=NO4)c([N+](=O)[O-])c2)cc1	nt	-17.8%	?	7.2	5.2%	-14.4%
Cc1ccc(-c2noc(=O)n2CC(=O)c2ccc(Cl)cc2)cc1	1.4%	?	-6.5%	0.5	-3.2%	-1.0%
COc1ccc(Br)c2c1-c1nc(NC(=O)c3ccccc3F)sc1C2	nt	nt	-1.4%	-14.9	-16.4%	nt
Cc1ccc(Cl)cc1NC(=O)N[C@@H](CC(C)C)C(=O)O	-0.3%	-1.2%	-2.3%	-28.4	-23.5%	21.0%
Cc1ccc2nc(SCC(=O)c3ccc(Cl)s3)[nH]c2c1	-16.2%	-19.4%	-4.2%	-3.3	-23.2%	22.4%
Cc1noc(C)c1C(=O)NCCc1ccc(Cl)cc1	-1.5%	13.4%	-1.1%	-14.9	8.6%	-0.4%
C=CCNC(=S)Nc1ccc2nc(C)oc2c1	-11.3%	18.4%	?	-31.4	?	38.7%[activator]
Cc1cc(C)c(-c2csc(NC(=O)C3=COCCO3)n2)c(C)c1	nt	?	3.2%	?	11.2%	-10.1%
COc1ccc(C(=O)NNC2=NC(C)(C)Cc3ccccc32)cc1	-0.3%	0.3%	-6.5%	-29.4	-19.2%	25.9%
COc1ccc(C(C(=O)NCCC(C)C)N(CCO)C(=O)c2snc(C(N)=O)c2N)cc1 (stereo unspecified)	4.8%	12.3%	4.4%	-10.4	24.0%	-2.3%
O=C(c1ccc2c(=O)n3c(nc2c1)CCCCC3)N1CCN(c2cccc(Cl)c2)CC1	-7.6%	3.7%	?	-16.6	-14.7%	-8.5%
Cc1ccsc1C(=O)C1CCCN(Cc2c(C)nn(C(C)C)c2C)C1 (stereo unspecified)	6.2%	?	-7.5%	-20.3	16.3%	5.0%
CC(C)Cn1c(=O)c2ccccc2n2c(CCC(=O)N3CCN(c4ccccc4F)CC3)nnc12	nt	nt	23.9%	51.3	25.2%	nt
COc1cccc(CNC(=O)Cc2ccc(NC3=NC4CS(=O)(=O)CC4S3)cc2)c1 (stereo unspecified)	-12.9%	5.1%	-3.3%	14.9	-6.6%	0.1%
Cc1ccccc1NC(=O)c1cccnc1	12.4%	4.9%	?	-10.0	5.7%	5.8%
CCN1CCN(C(=O)c2ccccc2N(C)S(=O)(=O)c2ccc(C)cc2)CC1	3.0%	-2.2%	-11.4%	-32.3	-9.7%	-1.7%
Cc1ccc(C2=[N+]([O-])C(C)N(O)C2(C)C)o1 (stereo unspecified)	1.5%	15.1%	-1.4%	-21.9	4.0%	6.8%
CCOc1ccc(NC(=O)CC2SC(N)=NC2=O)c([N+](=O)[O-])c1 (stereo unspecified)	0.1%	12.4%	3.4%	-9.3	-9.4%	9.1%
Cc1ccc(-c2cc(C(=O)N3CCCC3)c3ccccc3n2)s1	nt	-13.3%	6.8%	71.5	6.9%	3.3%
Cc1ccc(NC(=S)NC(=O)CC2CC(C)(C)OC2=O)cc1 (stereo unspecified)	1.5%	13.7%	3.7%	31.9	-16.3%	4.2%
COc1ccccc1-c1nc(-c2ccc(Br)cc2)no1	-0.9%	1.9%	-14.9%	177.8	16.5%[11.4 µM]	-2.8%
Cc1ccc(/C=N/NC(=O)C2COc3ccccc3O2)s1 (stereo unspecified)	nt	2.4%	-12.6%	-75.8*	-2.6%	6.9%
CCOc1ccccc1NC(=O)N1CCCC1C(=O)NCc1ccco1 (stereo unspecified)	-12.4%	-13.7%	-2.8%	81.0	-18.8%	4.1%
O=C(COC(=O)CNC(=O)c1ccc(Cl)cc1Cl)Nc1ccc(N2CCOCC2)cc1	0.4%	5.8%	-0.7%	19.5	-5.8%	?

# The last two compounds of the part above lead into the next.
SMILES	FBPA Giardia inh	HCV inh	AmpC inh detg	HCMV antiviral	Sm TGR inh	AMA1-RON2 inh
CCOc1ccccc1NC(=O)N1CCCC1C(=O)NCc1ccco1 (stereo unspecified)	-12.4%	-13.7%	-2.8%	81.0	-18.8%	4.1%
O=C(COC(=O)CNC(=O)c1ccc(Cl)cc1Cl)Nc1ccc(N2CCOCC2)cc1	0.4%	5.8%	-0.7%	19.5	-5.8%	?
O=C1CCN(C2CCN(Cc3nc(Cc4ccccc4F)no3)CC2)CCN1	2.0%	-8.4%	5.4%	?	2.3%	-13.6%
O=C(COc1ccc(F)cc1)NC1CC1	0.4%	13.4%	?	-0.9	0.0%	3.2%
Cc1ccc(CS(=O)(=O)c2ncc(Cl)c(C(=O)Nc3nnc(C)s3)n2)cc1	nt	?	-6.6%	-111.1*	?	19.8%
CCCCN(C(=O)c1nn(C)c(=O)c2ccccc12)c1c(N)n(CCC)c(=O)[nH]c1=O	nt	13.4%	1.1%	-10.4	0.4%	-1.6%
CC/C(CC(c1ccccc1)c1c(O)c2ccccc2oc1=O)=N\NC(N)=S (stereo unspecified)	?	-3.1%	?	-5.6	4.2%	4.9%
C/C(NC(=O)c1ccccc1F)=C1\C(=O)C[C@@H]2[C@H]1C2(C)C	-3.3%	5.7%	?	8.1	-34.5%	-1.5%
O=C1C=C(c2cnc3ccccc3c2)C[C@@H](c2ccc3c(c2)OCO3)C1	nt	-22.7%	-2.5%	-2.7	-7.4%	0.0%

# Bioassay records: PubChem, National Center for Advancing Translational Sciences (NCATS)
